# Cdc42 wt = modulators of GTP binding to wildtype Cdc42, primary screen, biochemical, multiplex bead flow cytometry, Bodipy-GTP; Cell division control protein 42 homolog (Homo sapiens), P60953; GST-Cdc42 beads; actives lie on both sides; percent activity (GTP binding), % at 10 µM; 190,000 tested, 0.2% active; AID 761, 2007;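 active means percent activity GTP binding at least 20 points away from the 100% baseline, either down as inhibitor or up as activator; inconclusive means compound flagged as likely green fluorescent from well-wide comparison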;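 further: median bead fluorescence of bound Bodipy-FL-GTP at 100 nM; 0% = excess unlabeled GTP control and 100% = no compound control; below 100% means less GTP binding so inhibitor and above means activator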
# Target sequence (P60953 whole entry, looked up): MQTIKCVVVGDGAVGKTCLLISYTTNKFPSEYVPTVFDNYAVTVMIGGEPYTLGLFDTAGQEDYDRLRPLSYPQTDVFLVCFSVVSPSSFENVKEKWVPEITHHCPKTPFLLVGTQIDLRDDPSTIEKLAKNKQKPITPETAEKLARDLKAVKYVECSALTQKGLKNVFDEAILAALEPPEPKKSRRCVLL
# HRas wt GTP bind = modulators of GTP binding to HRas wildtype, primary screen, biochemical, bead-based flow cytometry, multiplex; GST-Ras wt beads, Bodipy-FL-GTP binding; actives lie on both sides; GTP binding activity, % at 10 µM; GTPase HRas (Homo sapiens), P01112; 190,000 tested, 0.14% active;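 active means GTP binding activity at least 20% away from the 100% baseline, either lowered as inhibitor or raised as activator; inconclusive means flagged as likely green fluorescent, judged across all proteins in the well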;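 further: 0% = unlabeled GTP competition control and 100% = no-compound control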
# Target sequence (P01112 whole entry, looked up): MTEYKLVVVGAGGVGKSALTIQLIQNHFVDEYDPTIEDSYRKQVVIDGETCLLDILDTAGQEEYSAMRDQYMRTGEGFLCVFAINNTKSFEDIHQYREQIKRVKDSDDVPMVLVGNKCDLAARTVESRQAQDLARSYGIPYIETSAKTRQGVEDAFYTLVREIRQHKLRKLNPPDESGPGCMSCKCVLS
# Bcl-B Bim block = inhibitors of Bim-Bcl-B binding, primary screen, biochemical, multiplexed, human Bcl-2 family; Bcl-2-like protein 10 (Homo sapiens), Q9HD36; bead-based flow cytometry, Bim peptide-Bcl-B binding; inhibition, % at 10 µM; 190,000 tested, 0.073% active; AID 951, 2007;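 further: 0% = tracer peptide without compound and 100% = reference inhibitor peptide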
# Target sequence (Q9HD36 whole entry, looked up): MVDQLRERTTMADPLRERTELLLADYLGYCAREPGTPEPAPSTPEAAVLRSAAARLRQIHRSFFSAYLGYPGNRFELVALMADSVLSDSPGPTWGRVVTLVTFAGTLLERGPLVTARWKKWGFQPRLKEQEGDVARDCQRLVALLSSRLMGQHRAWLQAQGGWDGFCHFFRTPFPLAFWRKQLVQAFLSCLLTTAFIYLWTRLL
# Rab2A wt mod = modulators of GTP binding to Rab2A wildtype, primary screen, biochemical, dog, bead-based flow cytometry, multiplex; Ras-related protein Rab-2A (Canis lupus familiaris), P61105; GST-Rab2 wt beads, Bodipy-GTP binding; GTP binding activity, % at 10 µM; 190,000 tested, 0.19% active; AID 760, 2007;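 active means GTP binding activity at least 20 points away from 100%, either lowered or raised; inconclusive means signal likely due to the compound's own green fluorescence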;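 further: 0% = beads with excess unlabeled GTP and 100% = no-compound control corrected for plate trend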
# Bfl-1 Bim block = inhibitors of Bim binding to Bfl-1, primary screen, biochemical, multiplexed, bead-based flow cytometry; Bcl-2-related protein A1 (Homo sapiens), Q16548; Bim-Bfl-1 binding inhibition; inhibition, % at 10 µM; 190,000 tested, 0.12% active; AID 1008, 2008;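 further: 0% = wells without compound plus tracer and 100% = blocker peptide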
# Rac1 wt modul = wildtype Rac1 GTP binding modulators, primary screen, biochemical, GST-Rac1 beads, flow cytometry, multiplex | Ras-related C3 botulinum toxin substrate 1 (Homo sapiens), P63000 | GTP binding activity (% of control), % at 10 µM | 190,000 tested, 0.27% active | fluorescent GTP binding; actives lie on both sides; 0 = cold GTP competed, 100 = untreated;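 active means GTP binding activity at least 20 points away from the 100% control level, either lower or higher; inconclusive means compound flagged as likely green fluorescent, judged across all proteins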
# Bim-Bcl-2 = inhibitors of Bim-Bcl-2 binding, primary screen, biochemical, multiplexed, human Bcl-2 family | inhibition, % at 10 µM | 190,000 tested, 0.06% active | Apoptosis regulator Bcl-2 (Homo sapiens), P10415 | Bead-based flow cytometry, Bim peptide-Bcl-2 binding; in the data active means inhibition above about 40%; inconclusive means no clear call, values can overlap the other calls;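 further: 0% = no compound wells with probe peptide and 100% = reference peptide inhibitor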
# Target sequence (P10415 whole entry, looked up): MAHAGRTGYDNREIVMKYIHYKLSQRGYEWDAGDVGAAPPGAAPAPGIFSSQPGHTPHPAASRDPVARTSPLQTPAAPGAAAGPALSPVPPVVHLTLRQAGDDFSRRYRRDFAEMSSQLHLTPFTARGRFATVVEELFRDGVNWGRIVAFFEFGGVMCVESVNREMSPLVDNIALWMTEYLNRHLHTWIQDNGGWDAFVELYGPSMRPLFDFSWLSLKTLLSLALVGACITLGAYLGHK
# Bim-Bcl-W = inhibitors of Bim binding to Bcl-W, primary screen, biochemical, multiplexed, bead-based flow cytometry | Bcl-2-like protein 2 (Homo sapiens), Q92843 | Bim peptide-Bcl-W binding | inhibition, % at 10 µM | 190,000 tested, 0.02% active | AID 952, 2007;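 further: 0% = bound tracer without compound and 100% = peptide blocker; higher means less fluorescent Bim peptide bound to Bcl-W beads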
# Target sequence (Q92843 whole entry, looked up): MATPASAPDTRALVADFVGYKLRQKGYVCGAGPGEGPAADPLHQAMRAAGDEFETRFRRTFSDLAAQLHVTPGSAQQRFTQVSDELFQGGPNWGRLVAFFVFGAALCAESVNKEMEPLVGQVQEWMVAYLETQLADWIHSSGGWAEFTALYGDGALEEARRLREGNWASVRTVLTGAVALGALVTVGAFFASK
# Rac1 mut GTP = GTP binding modulators of activated mutant Rac1, primary screen, biochemical, bead-based flow cytometry, multiplex, fluorescent GTP. 190,000 tested, 0.11% active. Ras-related C3 botulinum toxin substrate 1 (Homo sapiens), P63000. GST-Rac1 activated beads; actives lie on both sides; 100% means binding = to untreated wells. percent activity (GTP binding), % at 10 µM;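 active means GTP binding at least 20 percentage points away from the 100% baseline, in either direction, so actives lie on both sides; inconclusive means Compound likely fluorescent itself, or too few beads counted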
# Rab7 wt GTP bind = modulators of GTP binding to Rab7, primary screen, biochemical, wildtype, multiplex bead flow cytometry | Rab7 GTPase wild type (dog), Bodipy-FL-GTP binding | GST-Rab7 beads, fluorescent GTP binding; actives lie on both sides; untreated = 100%, excess cold GTP = 0% | GTP binding activity (percent of control), % at 10 µM | AID 758, 2007 | 190,000 tested, 0.055% active;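 active means fluorescent GTP binding to Rab7 beads changed by at least 20 points from the 100% baseline, either direction, mostly lower; inconclusive means compound itself probably fluorescent, or too few beads counted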;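 further: median green fluorescence of bound Bodipy-FL-GTP per Rab7 bead population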
# Bcl-XL Bim block = inhibitors of Bim-Bcl-XL binding, primary screen, biochemical, multiplexed, bead flow cytometry, human Bcl-XL; Bim peptide-Bcl-XL binding, fluorescence; inhibition, % at 10 µM; 190,000 tested, 0.04% active; AID 1007, 2008
# * hit, by the source's call; ? = inconclusive. Unless noted, no stated cut-off is given here; in the data, active means inhibition above about 40%.
SMILES,Cdc42 wt,HRas wt GTP bind,Bcl-B Bim block,Rab2A wt mod,Bfl-1 Bim block,Rac1 wt modul,Bim-Bcl-2,Bim-Bcl-W,Rac1 mut GTP,Rab7 wt GTP bind,Bcl-XL Bim block
COc1ccc2c(C)cc(SCC(=O)Nc3nsc(-c4ccc(C)cc4)n3)nc2c1,95,98,-4,97,0,99,-5,-1,96,94,-1
O=C(Nc1cccnc1)Nc1ccccn1,101,100,-5,99,-10,101,-6,2,98,101,-7
CCOc1ccc(/C=N/n2cc(-c3ccccc3)[nH]c2=S)cc1,92,92,-49,93,11,92,-8,-6,93,101,-10
CCOc1ccc(NC(=O)c2cccc(OC(=S)N3CCOCC3)c2)cc1,95,97,-2,97,-4,97,-1,0,94,101,-1
Cc1ccccc1CC1(CO)CCCN(C(=O)c2ccccc2N(C)C)C1 (stereo not given),92,93,-2,94,-4,96,0,-1,94,93,-3
COC(=O)Nc1sc(C)nc1-c1ccccc1,103,100,-3,102,0,105,0,0,101,100,-3
O=C1N=C(N2CCOCC2)S/C1=C\c1cccs1,97,96,-10,97,5,95,9,6,96,101,0
CCN(C(=O)c1cccs1)c1nc(-c2ccc(OC)cc2)cs1,97,97,-2,96,-4,97,0,-1,97,104,0
O=C(CNC1CCCCCC1)c1cccs1,102,102,-7,102,-3,104,-3,-5,102,103,-8
COc1ccc(N(C(=O)Cc2cccs2)C2C=CS(=O)(=O)C2)cc1 (stereo not given),96,96,-6,95,-8,96,-5,-1,95,100,-3
O=C1c2ccccc2CCC12N=NCC2c1ccc(Br)cc1 (stereo not given),101,99,-4,97,-6,100,-3,3,96,95,2
O=C1CCN(S(=O)(=O)c2ccc(Br)cc2)CCN1,98,100,0,101,-2,100,0,0,95,97,1
Cc1cc(C)n(CC(O)COCc2ccco2)n1 (stereo not given),94,94,0,93,0,94,3,-2,96,91,1
Clc1cccc(OCCN2CCNCC2)c1,95,98,-8,99,-7,96,-7,-5,98,96,-5
CCCCCOC(=O)NCC(O)c1ccccc1 (stereo not given),100,99,-6,99,-13,103,-7,-1,100,101,-4
CCOC(=O)c1ccc(NC2c3ccccc3C(=O)N2c2ccccn2)cc1 (stereo not given),98,98,-10,101,-9,100,-14,-4,97,101,-7
CCOC(=O)C(=Cc1cn(C)c2ccc(S(=O)(=O)N(C)C)cc12)C(=O)OCC,98,94,-1,96,-10,98,-3,2,97,95,0
COc1ccc(C(C)=O)cc1COC(=O)c1ccc(OCc2c(C)noc2C)cc1,98,98,5,99,9,99,5,2,98,103,17
O=C(NCCC1=CCCCC1)C1CCN(C(=O)c2ccc(Br)cc2)CC1,103,99,-3,98,-4,102,-2,-6,96,100,-4
CN(C)C(/C=C/Nc1cccc([N+](=O)[O-])c1)=C(C#N)C#N,91,94,-2,94,-9,94,-9,-2,94,101,-2
CN(C)C(C(=O)NC1CCCCC1)c1ccc(Cl)cc1 (stereo not given),102,102,0,102,0,102,-1,0,100,104,-3
COc1cccc(CCc2nnc(CCC(=O)NCCc3cccc(C)n3)o2)c1,101,100,-3,102,-2,103,0,-2,96,106,1
N#Cc1c(-c2ccccc2Cl)cc(-c2ccccc2)nc1Br,96,101,-2,102,-1,103,0,-1,101,98,-2
O=c1cnn(-c2ccccc2)c(-c2ccccc2)c1,103,101,0,103,0,103,0,-3,102,93,0
CC(/C=N/Nc1nc(C)cc(C)n1)=C\c1ccc(C(C)C)cc1,102,99,-7,98,0,104,-1,-3,100,96,-5

# Continued.
SMILES,Cdc42 wt,HRas wt GTP bind,Bcl-B Bim block,Rab2A wt mod,Bfl-1 Bim block,Rac1 wt modul,Bim-Bcl-2,Bim-Bcl-W,Rac1 mut GTP,Rab7 wt GTP bind,Bcl-XL Bim block
C[C@@H](C(=O)Nc1ccc2ccccc2c1)[C@@H]1C[C@@]1(C)[C@@H](NC(=O)c1cnccn1)c1ccccc1,97,99,-7,97,-3,105,-3,-2,97,97,-7
Cn1c(C(=O)O)c(CC(=O)NCc2cccnc2)c2ccccc21,107,106,-1,102,-4,99,-3,2,96,102,3
O=C(Cc1ccccc1)Nc1c[nH]c(=O)[nH]c1=O,104,102,-4,102,-6,103,-2,-2,100,100,-8
O=C(COC(=O)c1cc(Cl)ccc1[N+](=O)[O-])NCc1ccc(Cl)cc1Cl,96,95,-1,93,0,101,-2,-2,96,96,-1
CCc1nnc(NS(=O)(=O)c2ccc(N=Cc3c(C)[nH]n(-c4ccc(Cl)cc4)c3=O)cc2)s1,83,83,-2,83,-12,80,-7,-2,85,88,-3
O=S(=O)(NCC1CCCO1)c1ccc(S(=O)(=O)N(Cc2ccccn2)C2CC2)cc1 (stereo not given),99,99,-4,96,0,103,-1,-1,97,103,-4
CS(=O)c1ccccc1-c1nc(-c2cc(C(F)(F)F)cc(C(F)(F)F)c2)no1 (stereo not given),101,98,0,99,0,100,0,0,98,94,0
CS(=O)(=O)N1CCN(C(=O)c2ccc(Br)s2)CC1,102,100,-6,100,-12,100,-8,-2,98,98,-8
COc1ccc(N2CCN(C(=O)C3CC(=O)N(c4ccc(C)cc4)C3)CC2)cc1 (stereo not given),96,94,-2,98,-1,97,-1,1,95,96,-2
CN(C)c1ccc(/C=C2\N=C(c3ccc(Cl)c([N+](=O)[O-])c3)NC2=O)cc1,98,102,-4,104,6,101,4,-5,98,102,4
CS(=O)(=O)N(CC(=O)O)c1cc(Cl)cc(Cl)c1,98,99,-9,96,-12,97,-10,-1,92,102,3
CCn1c2ccc(OC)cc2c2nc3ccccc3nc21,98,96,-2,97,0,98,-2,1,98,102,0
CCn1c(/C=C2/C(=O)N(C)c3ccccc32)nc2ccccc2c1=O,95,96,3,97,0,94,0,0,95,95,0
O=C(COc1ccccc1[N+](=O)[O-])Nc1cc(C(=O)O)cc(C(=O)O)c1,93,98,-6,95,-8,97,-5,-3,97,102,-3
COC(=O)n1c(=O)oc2ccccc21,99,101,-2,100,0,99,-1,-2,100,95,-4
C=C(Br)Cn1c(CC(C)C)nc2ccccc21,105,103,-8,104,-18,109,-8,0,99,106,-4
c1ccc(CCc2nn3c(Cn4nnc5ccccc54)nnc3s2)cc1,91,89,7,90,11,89,10,9,91,86,7
CCCCOC(=O)c1cccc(NC(=O)CCC(=O)O)c1,101,101,0,100,-3,102,0,0,100,99,2
CC(C)c1ccc(Nc2nc(CC(=O)O)cs2)cc1,96,99,-3,99,-2,104,-7,-3,95,109,-3
O=C(NCC1CCCO1)C12CN(Cc3ccccc3)CC1C(c1cccc([N+](=O)[O-])c1)=NO2 (stereo not given),100,99,-6,101,-10,101,-6,-2,99,98,-2
NC1=NC(=Nc2ccc(Cl)cc2)c2ccccc21,101,98,-4,101,-3,101,0,-6,97,95,-8
Cc1cc(C)c2c(N)c(-c3nc4ccccc4[nH]3)sc2n1,97,93,4,95,9,96,0,3,92,97,5
CN1/C(=C\C(=O)COC(=O)Cn2nnc(-c3ccccc3)n2)C(C)(C)c2ccccc21,101,101,-3,98,0,103,-3,-2,99,98,-5
O=C(COC(=O)COc1ccccc1Cl)Nc1ccccc1OC(F)F,110,106,-2,104,4,103,0,-1,101,103,2
COC(=O)c1ccccc1NC(=O)Cn1nnc(-c2ccc(OC)cc2)n1,101,97,-6,100,-2,104,-2,-3,99,100,-6

# Other records follow:
SMILES,Cdc42 wt,HRas wt GTP bind,Bcl-B Bim block,Rab2A wt mod,Bfl-1 Bim block,Rac1 wt modul,Bim-Bcl-2,Bim-Bcl-W,Rac1 mut GTP,Rab7 wt GTP bind,Bcl-XL Bim block
CCCC(=O)NC(=S)Nc1cccc(NC(=O)c2ccc(Cl)cc2Cl)c1,104,100,-10,102,-17,102,-9,0,98,99,-7
O=S(=O)(c1ccc(-c2nc3ccccc3s2)cc1)N1CCCC1,106,105,-1,104,-3,104,-1,-1,97,109,-1
CCN(CC)CC(=O)c1c(N)n(Cc2ccccc2)c(=O)n(C)c1=O,96,97,-7,96,-9,103,-2,0,95,96,0
CC1=C(C(=O)OCC2CCCO2)C(c2ccc(Cl)c(Cl)c2)NC(=O)N1 (stereo not given),98,97,0,98,-4,98,-2,1,92,99,1
CC(=O)c1ccc(NC(=O)/C(Cl)=C/c2ccccc2)cc1,99,97,2,96,0,103,4,2,95,98,3
N#Cc1nc(-c2ccc(F)cc2)oc1N1CCCC1,94,94,0,92,0,90,-1,-1,90,93,0
COc1ccccc1-c1noc(-c2ccccc2C(=O)NCc2ccco2)n1,96,93,2,92,2,96,-1,-4,93,96,-3
Cn1nnnc1SCCNCc1cc(Cl)ccc1OCc1ccccc1,98,102,-8,99,-3,99,-7,-4,101,103,-7
COc1ccccc1C(=O)N1CCC(C(=O)c2ccc(F)cc2)CC1,101,98,-10,99,-14,103,-14,-2,99,102,-13
COc1cccc(C(C(=O)NC2CCCCC2)N(C(=O)c2ccccn2)c2cccnc2)c1 (stereo not given),97,98,-2,98,-4,103,0,-2,97,102,2
CCOc1ccc2c(c1)c1nnc(SCC(=O)N3CCCCC3C)nc1n2C (stereo not given),103,100,-5,101,-5,107,-3,2,100,101,0
CC1(C(=O)Nc2cccc(C(F)(F)F)c2)CO1 (stereo not given),105,101,2,100,3,101,1,-2,101,100,-1
OCCN1CCN(c2ncnc3c2c(-c2ccccc2)cn3-c2ccc(F)cc2)CC1,94,105,0,101,-5,101,-1,0,98,107,1
CCSc1nnc(CNC(=O)C23CC4CC(CC(C4)C2)C3)n1C1CCCCC1,103,101,-3,100,3,106,0,-4,97,101,-7
O=C(CN1C(=O)C2C3C=CC(C3)C2C1=O)NCCc1ccccc1Cl (stereo not given),?,?,-2,?,0,?,-1,0,?,?,0
CCOC(=O)c1cnc(SCc2ccccc2)nc1N,94,96,-7,96,-11,98,-7,0,97,96,-9
CCOC(=O)Nc1ccc2c(c1)N(C(=O)CCN1CCN(C)CC1)c1ccccc1S2,103,102,-5,101,0,104,-3,-6,103,99,-7

# Bioassay records from PubChem BioAssay.
